Assay outcomes (PubChem)
PMI activator = increases human mannose-6-phosphate isomerase activity | 0.005% of 190,000 active | activation factor at 20 µM | P34949 | AID 1214 | purified human PMI, coupled resazurin fluorescence, 20 min; hits give high values; 1 = vehicle control, 0 substrate-free wells;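 active = activation factor of 2 or more at 20 µM, relative to plate controls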
PMI act satM6P = PMI (human) activation, high substrate; activation factor at 20 µM; AID 1216; coupled PMI enzyme assay, resazurin fluorescence, 20 min; hits give high values; 1 = untreated enzyme, 0 = substrate-free blank; 0.34% of 190,000 active; P34949;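 active = activation factor of 2 or more at 20 µM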
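Test system: human phosphomannose isomerase with PGI, G6PDH, diaphorase coupling enzymes; Amount: PMI at 15 ng/mL final; Reagent: Mannose-6-phosphate 1.0 mM (near-saturating) plus 0.22 mM NADP+; Timing: 20 min, room temperature; Technique: resorufin fluorescence at Ex 544/Em 590 nm; Dosing: 20 µM single dose.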
S1P3 antag = antagonists of human S1P3 receptor. Q99500. CHO S1P3 NFAT-BLA reporter, FRET fluorescence, antagonist mode. inhibition, % at 4.98 µM. 0.27% of 170,000 active;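 active = inhibition above the plate cutoff, the mean inhibition of test wells on that plate plus 3 SD, cut at about 28% in these data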;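 also: cells challenged with S1P at its EC80 of 0.8 µM; blue over green emission ratio from cleaved BLA substrate after 4 h stimulation; 0% = S1P-stimulated wells and 100% = unstimulated DMSO-only wells; some compounds past the cut are filed as inactive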
G6PDH CS = inhibits Leuconostoc G6PDH, flagging false hits in G6PDH-based assays. Purified L. mesenteroides G6PDH, diaphorase/resazurin coupled fluorescence, 45 min. inhibition, % at 5 µM. 0.12% of 200,000 active. AID 1020
Diaph inh CS = counter-screen for diaphorase-based assays: diaphorase inhibitors and chemical oxidizers. diaphorase resazurin-to-resorufin fluorescence, NADH, 16 min; bacterial (C. kluyveri) enzyme, not human. inhibition, % at 20 µM. 0.69% of 190,000 active. AID 1217;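 active = primary screen inhibition at 20 µM above a set limit, cut at about 50% in these data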;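 also: plate controls were DMSO with full reaction for no effect and wells lacking NADH for full effect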
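material = Clostridium kluyveri diaphorase enzyme | amount = 0.14 U/mL diaphorase, enzyme working solution | schedule = incubation 16 min, room temperature | detection = fluorescence of resorufin formed from resazurin, Ex 544/Em 590 nm | benchmarks = positive control minus NADH, DMSO neutral control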
Hsp70 activator = transcriptional activators of Hsp70; HeLa Hsp70 promoter luciferase reporter, luminescence; scaled: vehicle 0, proteasome-inhibitor control 100%; activation, % at 10 µM; 0.04% of 200,000 active;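 active = activation above the mean across all tested compounds plus 3 SD, cutoff set per campaign, cut at about 5.5% in these data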;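 also: 100% = MG132 at 30 µM as the positive control and 0% = DMSO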
RAM network inh = yeast RAM network inhibition; S. cerevisiae dse1pr::URA3 reporter, 5-FOA growth OD615, 2 d; analog-sensitive cbk1-as2 kinase mutant strain; inhibition, % at 50 µM; 1.8% of 190,000 active; AID 868;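 active = inhibition above a set limit, 3 SD over mean compound inhibition, cut at about 8.4% in these data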;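 also: 0% = DMSO-only wells with no growth and 100% = 10 µM 1-NA-PP1 full growth; inhibition rescues growth on 5-FOA so higher OD means more RAM inhibition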
Diaphorase act = diaphorase activation or chemical reduction counter-screen. Diaphorase/resazurin coupled assay, resorufin fluorescence, 16 min; hits give high values; 1 = vehicle wells, 0 = NADH-free wells. activation factor at 20 µM. 0.005% of 190,000 active;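 active = diaphorase activity raised at least twofold by the compound at 20 µM; inactive = activation factor below 2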
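System – purified diaphorase enzyme from Clostridium kluyveri · Input – enzyme 0.07 U/mL final · Also added – final NADH 0.114 mM, resazurin 0.1 mM · Measured by – fluorescence of resorufin, 544 nm excitation, 590 nm emission · Timing – 16 min enzyme reaction, ambient temperature · Measure – resorufin increase flagging diaphorase activators or reducers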
Redox H2O2 prof = compounds producing H2O2 with reducing agent – biochemical, NIH compound library profiling, artefact control for MLSCN library redox annotation, primary screen. DTT-dependent redox cycling H2O2, phenol red/HRP absorbance; 100% = 100 µM peroxide control, 0% = buffer. activation, % at 10 µM. 0.03% of 200,000 active;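 active = activation of at least 50% relative to the plate's high and low controls in the primary single-dose screen; inactive = activation below 50%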;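 also: compound incubated with DTT at 0.8 mM final as the reducing agent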
TLR4 MyD88 comp = inhibitors of human TLR4-MyD88 binding; O00206+Q99836; HeLa CL3-4 TLR4/MyD88 BLA complementation, FRET ratio; inhibition, % at 8.4 µM; 0.18% of 200,000 active; in the data active = inhibition above about 25%;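 also: 0% = vehicle and 100% = reference inhibitor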
Target sequence (O00206 whole entry, looked up): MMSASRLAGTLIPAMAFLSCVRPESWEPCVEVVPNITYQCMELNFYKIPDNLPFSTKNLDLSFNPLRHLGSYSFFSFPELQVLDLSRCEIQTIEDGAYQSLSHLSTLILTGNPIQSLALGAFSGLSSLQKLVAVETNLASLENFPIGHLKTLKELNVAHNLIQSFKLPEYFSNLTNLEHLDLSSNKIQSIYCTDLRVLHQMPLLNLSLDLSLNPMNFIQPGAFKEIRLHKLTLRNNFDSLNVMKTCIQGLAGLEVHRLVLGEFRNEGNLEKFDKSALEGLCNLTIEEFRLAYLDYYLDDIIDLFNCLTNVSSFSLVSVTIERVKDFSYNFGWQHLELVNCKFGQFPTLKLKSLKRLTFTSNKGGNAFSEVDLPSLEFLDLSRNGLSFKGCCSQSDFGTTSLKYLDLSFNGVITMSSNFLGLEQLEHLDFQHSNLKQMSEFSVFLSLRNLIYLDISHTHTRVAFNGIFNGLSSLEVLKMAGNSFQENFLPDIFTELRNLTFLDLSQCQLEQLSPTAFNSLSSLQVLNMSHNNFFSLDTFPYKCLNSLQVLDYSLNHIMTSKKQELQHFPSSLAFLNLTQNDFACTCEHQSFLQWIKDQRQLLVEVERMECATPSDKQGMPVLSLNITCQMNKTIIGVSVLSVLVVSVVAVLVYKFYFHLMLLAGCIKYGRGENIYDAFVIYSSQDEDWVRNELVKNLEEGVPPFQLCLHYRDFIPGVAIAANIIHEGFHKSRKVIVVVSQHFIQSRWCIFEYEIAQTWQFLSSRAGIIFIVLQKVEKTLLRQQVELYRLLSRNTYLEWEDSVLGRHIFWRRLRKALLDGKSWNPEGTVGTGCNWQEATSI
Target sequence (Q99836 whole entry, looked up): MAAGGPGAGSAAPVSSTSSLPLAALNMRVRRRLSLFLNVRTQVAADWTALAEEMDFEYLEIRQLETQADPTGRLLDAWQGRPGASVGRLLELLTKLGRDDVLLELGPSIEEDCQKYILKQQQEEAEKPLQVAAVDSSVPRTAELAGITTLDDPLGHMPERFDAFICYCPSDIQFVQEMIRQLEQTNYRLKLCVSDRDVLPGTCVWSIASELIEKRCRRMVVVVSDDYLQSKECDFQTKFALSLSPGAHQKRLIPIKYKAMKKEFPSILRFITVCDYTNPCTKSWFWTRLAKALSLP
L major viab = inhibitors of Leishmania major promastigote growth | Leishmania major promastigotes, resazurin fluorescence viability | inhibition, % at 10 µM | 9% of 200,000 active;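 also: promastigotes grown with compound for 44 hours at 28 °C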
An asterisk follows results filed as active; nt = not tested or not shown. Rule as the data show it, unless noted: active = inhibition above about 50%; inactive = the rest.

SMILES	PMI activator	PMI act satM6P	S1P3 antag	G6PDH CS	Diaph inh CS	Hsp70 activator	RAM network inh	Diaphorase act	Redox H2O2 prof	TLR4 MyD88 comp	L major viab
CCc1c(C)[nH]n(-c2nc(-c3ccccc3)cs2)c1=O	0.9	1	10	1	12	0.2	0.0	0.9	0.9	-3	13
COc1ccc(NC(=O)c2ccco2)cc1NC(=O)c1ccc(Br)o1	0.9	0.9	-7	-18	16	-0.3	3.2	0.8	2.1	1	7
NC(=O)C1CCCN(S(=O)(=O)c2ccccc2)C1 (stereo unspecified)	0.9	1	-25	14	16	-0.5	-0.3	0.8	0.6	-1	-3
S=C(Nc1ccccc1)Nc1ccc(Br)cn1	1	1	5	8	0	-0.1	4.1	1	-1.2	-14	-8
CCN(Cc1ccccc1)S(=O)(=O)c1cc(C(=O)NC2CCCCCC2)ccc1OC	1.1	1	-19	0	12	-0.1	3.0	0.9	1.4	-7	95*
CCCCNC(=O)CCNS(=O)(=O)c1ccc(C)cc1	1	0.9	nt	-2	10	-0.7	-0.2	0.9	0.2	-3	3
O=C1c2ccccc2C(O)(Cc2ccccc2)N1CCCN1CCOCC1 (stereo unspecified)	0.9	0.9	7	4	10	0.0	1.0	0.9	-2.1	1	-8
CCC(C)(C)n1nnnc1C(c1cc2cc(OC)c(OC)cc2[nH]c1=O)N1CCc2ccccc21 (stereo unspecified)	1.2	0.9	5	7	11	0.2	2.9	0.9	-4.0	-6	8
CCOC(=O)C/C(C)=N\Nc1nc(-c2ccccc2)cs1	1.3	1.3	5	2	9	-0.2	1.1	0.9	0.5	-9	25
OCCC1CN(Cc2ccc(-n3cccn3)cc2)CCN1Cc1ccccc1 (stereo unspecified)	1	1	-9	8	5	0.0	-1.0	1	0.6	-9	14
CC(=O)NC(=S)NNC(=O)c1ccc(Br)cc1	0.8	0.9	-11	5	32	-0.1	1.2	0.7	-2.1	-6	-5
O=C(O)CC(NS(=O)(=O)c1c(F)cc(F)cc1Br)c1ccccc1Cl (stereo unspecified)	1.2	1.1	-1	-3	4	0.0	0.0	1	-0.7	-6	-2
COCC(C)n1c(SCc2ccc(OC)c(F)c2)nc2ccccc2c1=O (stereo unspecified)	1	0.9	4	7	10	-0.3	14*	0.9	0.2	-11	100*
COC(=O)C1=C(N)Oc2cc(C)n(Cc3cccnc3)c(=O)c2C1c1ccc(OC)c(OC)c1OC (stereo unspecified)	0.9	0.9	3	2	10	-0.4	1.2	0.9	-0.1	-7	-1
CCCC(=O)Nc1c(O)c2ccccc2[nH]c1=O	1	1	4	6	13	-0.3	0.7	0.9	0.8	8	-8
O=c1[nH]c(=O)n(-c2ccc(F)cc2)c2c1C(C(F)(F)F)(C(F)(F)F)N=C(c1ccc(F)cc1)N2	0.9	0.9	1	19	14	-0.3	0.2	0.9	0.2	-7	1
CCN(c1ccc(NC(=O)COC(=O)c2ccc(C)c(S(=O)(=O)N3CCOCC3)c2)cc1)C(C)C	0.8	0.8	nt	-30	19	-0.2	1.6	0.8	-0.1	1	-2
CC(=O)c1cccc(NC(=O)N2CCCC2C(=O)NCc2ccccc2)c1 (stereo unspecified)	1	1	nt	12	-3	-0.3	-0.5	1	0.5	-7	-2
CCn1cc(C(=O)Nc2ccc(OC)c(OC)c2)c2cc(OC)c(OC)cc2c1=O	1	1.1	nt	0	13	0.0	1.2	0.9	0.1	10	-3
O=C(CN1CCCCC1)Nc1cccc(Cl)c1	1.2	1.1	1	-2	0	-0.2	2.2	1	0.5	-10	13
Cc1nn(CC(O)COc2ccc3c(c2)CCC3)c(C)c1C (stereo unspecified)	1	0.9	-2	-2	11	-0.2	0.3	0.9	-2.3	10	11
CC1CC(C)CN(CCCn2c(=S)[nH]c3ccccc3c2=O)C1 (stereo unspecified)	0.9	1	nt	-5	9	-0.4	0.7	0.9	-0.1	0	89*
Cc1cc(C)c(S(=O)(=O)O)c(C)n1	1	1.1	nt	-4	8	0.4	0.7	0.9	0.1	-6	-4
COc1ccc(CCNC(=O)COC(=O)CCC(=O)c2ccc(F)cc2)cc1OC	1.1	1	0	13	6	-0.5	-0.5	0.9	-2.1	12	-12
O=C(CCc1nnc(CCCCc2ccccc2)o1)NCc1cc(F)ccc1F	0.8	0.9	-9	17	10	0.1	11*	0.9	-1.1	-3	-2
CC1Cc2ccccc2N1Cc1nc2cc(Cl)ccc2c(=O)[nH]1 (stereo unspecified)	0.9	0.8	nt	4	21	0.1	0.9	0.8	0.4	6	0
CC(=O)Nc1cc([N+](=O)[O-])ccc1N1CCOCC1	1	1	-3	8	0	0.1	0.8	1	-0.5	14	8
CCOC(=O)c1c(NC(=O)CCN2C(=O)c3ccccc3C2=O)sc(C(=O)OC(C)C)c1C	0.9	1	nt	4	1	0.1	0.9	1	0.3	12	-5
O=c1[nH][nH]c(=O)c2c(NS(=O)(=O)c3ccccc3)cccc12	0.9	0.9	-8	16	14	-0.2	3.6	0.9	-0.3	-12	31
CN(C)c1cc(O)c(C(=S)Nc2ccccc2)c(N(C)C)c1	0.9	0.5	0	20	21	-0.4	0.7	0.8	-5.0	-4	6
O=C(Nc1nc(-c2ccncc2)cs1)c1ccc(S(=O)(=O)N2CCOCC2)cc1	1	0.9	-25	2	10	-0.2	0.1	0.9	1.9	6	25
CC(CN(C)Cc1ccccc1)OC(=O)c1ccc2c(c1)OCCO2 (stereo unspecified)	0.9	0.8	nt	15	18	-0.4	1.2	0.8	-1.3	7	-2
CN(C1CCS(=O)(=O)C1)S(=O)(=O)c1ccc(N2CCCC2=O)cc1 (stereo unspecified)	0.9	0.9	1	-1	14	-0.3	1.8	0.9	0.0	-2	-2
O=[N+]([O-])c1cccc(N/N=C/c2cc([N+](=O)[O-])ccc2O)c1	1.1	1	-16	0	8	-0.1	2.4	0.9	-1.2	15	-2
O=C(CN1C2=NCCN2c2ccccc21)N1CCOCC1	0.9	0.9	nt	-6	11	-0.3	0.3	0.9	-0.1	0	-2
O=C(NC1CCCCCCC1)c1ccco1	0.9	0.9	-19	7	5	-0.2	-0.9	1	2.1	6	7
COCCn1c(=NC(=O)CSC(C)=O)sc2cc(OC)ccc21	1	1	-2	-6	2	-0.1	0.3	1	3.0	-23	35
Cc1csc(NC(=O)CCc2c(C)nc3cc(-c4cccc(F)c4)nn3c2C)n1	1	1	-7	17	10	-0.3	3.6	0.9	0.3	-4	7
CCc1nnc(NC(=O)c2ccncc2)s1	1.1	1.1	-18	6	6	-0.2	0.9	0.9	-1.9	2	-4
COc1cc(C(=S)N2CCCC2)cc(OC)c1O	0.8	0.9	nt	18	18	-0.1	2.2	0.8	-0.2	0	3
COc1ccc(Sc2nc3ccccc3n3c(C(F)(F)F)nnc23)cc1	0.9	0.9	nt	2	9	-0.3	2.6	0.9	3.2	4	-4
CCOC(=O)c1cc2cc(C)ccc2[nH]1	0.9	1	-40	6	1	0.3	0.1	1	2.8	-9	-8
Oc1c(I)cc(I)c2cccnc12	1.1	0.8	-4	23	24	-0.3	-0.7	0.8	0.3	11	-3
O=C(NC(=S)Nc1ccc2oc(=O)ccc2c1)c1ccc(-c2cccc(Cl)c2Cl)o1	1	0.9	8	14	-6	-0.5	0.8	1.1	0.1	4	-7
O=C(Cn1nnc(-c2ccccc2Cl)n1)N/N=C/c1ccc(-c2cccc(Cl)c2)o1	1	1	-22	-25	4	-0.3	3.4	1	-0.1	0	-5
CCn1nc(C)c(C(=O)Nc2cc(Oc3ccc(Cl)cc3)cc([N+](=O)[O-])c2)c1C	0.9	1	nt	2	8	-0.3	3.4	0.9	0.3	-1	-13
CC(C)CNC(=O)c1ccc(Cl)c(NC(=O)COc2ccccc2)c1	0.8	0.9	-13	14	8	-0.4	1.3	0.9	0.5	-4	-7
CCOC(=O)N1CCN(c2cc(=O)n(-c3ccccc3C)c(=O)[nH]2)CC1	1.1	1.1	-12	-10	5	-0.1	0.0	0.9	-1.1	-5	4
O=C(CCl)N(c1ccccc1)c1ccccc1	1	1	-16	4	31	-0.2	0.1	0.7	0.3	-9	77*
CCOC(=O)C1=C(C)Nc2nnnn2C1c1ccccc1Cl (stereo unspecified)	1.2	1.1	nt	9	-17	0.0	0.1	1.2	0.0	5	8
O=C(NN1C(=O)C2C(c3ccccc3)C=CC(c3ccccc3)C2C1=O)c1cccc(Br)c1 (stereo unspecified)	0.8	0.9	0	-25	23	-0.3	5.8	0.8	0.2	-7	15
COc1ccc(NC(=O)COC(=O)C(CC(C)C)N2C(=O)C3CC=CCC3C2=O)cc1Cl (stereo unspecified)	0.8	0.8	-10	24	27	-0.4	3.5	0.7	-0.1	8	5
CN1/C(=C\C=C2/SC(=S)N(CC(=O)O)C2=O)C(C)(C)c2ccccc21	0.8	0.8	-14	15	24	0.0	9.1*	0.8	-1.6	-5	47
O=C1CC(c2cccc(Br)c2)C2=C(COC2=O)N1 (stereo unspecified)	1	1	-3	-5	1	-0.2	1.1	1	-1.9	8	-4
O=C(Cn1c(CO)nc2ccccc21)Nc1ccccc1Cl	1.1	1	-11	8	-9	-0.5	0.4	1.1	0.1	3	-1

For convenience, some entries already given.
SMILES	PMI activator	PMI act satM6P	S1P3 antag	G6PDH CS	Diaph inh CS	Hsp70 activator	RAM network inh	Diaphorase act	Redox H2O2 prof	TLR4 MyD88 comp	L major viab
O=C(NN1C(=O)C2C(c3ccccc3)C=CC(c3ccccc3)C2C1=O)c1cccc(Br)c1 (stereo unspecified)	0.8	0.9	0	-25	23	-0.3	5.8	0.8	0.2	-7	15
COc1ccc(NC(=O)COC(=O)C(CC(C)C)N2C(=O)C3CC=CCC3C2=O)cc1Cl (stereo unspecified)	0.8	0.8	-10	24	27	-0.4	3.5	0.7	-0.1	8	5
CN1/C(=C\C=C2/SC(=S)N(CC(=O)O)C2=O)C(C)(C)c2ccccc21	0.8	0.8	-14	15	24	0.0	9.1*	0.8	-1.6	-5	47
O=C1CC(c2cccc(Br)c2)C2=C(COC2=O)N1 (stereo unspecified)	1	1	-3	-5	1	-0.2	1.1	1	-1.9	8	-4
O=C(Cn1c(CO)nc2ccccc21)Nc1ccccc1Cl	1.1	1	-11	8	-9	-0.5	0.4	1.1	0.1	3	-1
